Assay outcomes (PubChem BioAssay)
Hsp90 Hop PPI: changes Hsp90-Hop TPR2A binding signal, up or down. AID 595. Potency, µM (top dose mostly 57 µM), inactives show top-dose activity change, negative = inhibition. actives 0.44% (n = 71,000). AlphaScreen TPR2A-His6 binding biotin-Hsp90 C-terminal peptide; active = well fitted curve in either direction with a large enough effect; inconclusive = small, poorly fitted or top-dose-only effect, or another doubt; note: potency is the fitted concentration of half-maximal effect; % is set by controls: 0 for no effect and ±100 for the full control effect; many of its hits are not listed in these tables
ALOX15 inhib: inhibitors of human 15-lipoxygenase (ALOX15); actives 1.4% (n = 74,000); purified 15hLO-1, xylenol orange hydroperoxide absorbance; Potency, µM (doses to about 57.1 µM), inactives show top-dose activity change, negative = inhibition, most hits filed as inhibitors; AID 887; note: potency is the fitted concentration of half-maximal effect; % is set by controls: 0 for no effect and ±100 for the full control effect; nearly all actives have a fitted effect of over 55% in size
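Inhibition is scored from a chromogenic endpoint. After 15 min enzyme-compound contact, arachidonic acid (50 uM final) reacts 6 min with 40 nM 15hLO-1 at room temperature, then Fe-XO reagent is added for 30 min and absorbance ratio recorded.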
GFP derepression: derepresses silenced GFP locus in mouse C127i cells | mouse C127i GFP locus derepression, cytometry, 30 h | Potency, µM (series often up to 46.1 µM), for inactives: top-dose GFP derepression (activation) | AID 597 | actives 0.09% (n = 68,000); note: % of control where 0% means no effect
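Read-out is the number of GFP-positive cells, scored as fluorescent objects 20 to 120 um wide, reflecting derepression of a silenced CMV-GFP reporter in murine C127i cells after 30 h compound exposure at 37 C.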
A350 fluor: A350 region autofluorescence; Compound autofluorescence, 340/450 nm, Alexa 350 dye-equivalents; active compounds read high; max dye-equivalent concentration, M; actives 11% (n = 59,000); in the data active = max dye-equivalent concentration above about 10 nM; inconclusive = mostly about 1.1 nM to 9.6 nM
4MU fluor: 4-MU region autofluorescence | max dye-equivalent concentration, M | AID 589 | compound autofluorescence, 340/450 nm, 4-MU equivalents; active compounds read high | actives 11% (n = 59,000); in the data active = max dye-equivalent concentration above about 10 nM; inconclusive = mostly about 1.1 nM to 9.6 nM
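Intrinsic fluorescence at 340/450 nm (ex/em) was read after 15 min at room temperature in pH 8.0, 100 mM Tris. Each compound concentration expressed as 4-MU-equivalent concentration from a six-point 4-MU standard series on each plate.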
UbGFP stabilizer: proteasome inhibitors stabilizing ubiquitin-GFP reporter; 67,000 tested, under 10 active; AID 526; Ubiquitin-GFP reporter cells, proteasome inhibition, GFP fluorescence; response scale: untreated = 0%, 10 µM MG-132 = 100%; Potency, µM (top dose mostly 45.9 µM), for inactives: at the highest dose activation (GFP accumulation), usual class: activators; active = well fitted activation curve with a large enough effect, not every such curve was filed as active; inconclusive = small, poorly fitted or top-dose-only effect, or another doubt; inactive = no such curve, though single readings can be large or run the other way; note: potency is the fitted concentration of half-maximal effect
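GFP accumulation read-out: laser plate cytometry counting ubiquitin(G76V)-GFP-expressing U2OS cells after 4 hr compound exposure at 37 °C. Titrations spanned 46 uM to 2.9 nM; 0% = basal, 100% = 10 uM MG-132; concentration-response curves fitted.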
CRE Fsk mod: CRE-bla signaling modulation under forskolin stimulation | AID 662 | actives 2.5% (n = 71,000) | Potency, µM (titrated, usually from 38.2 µM), for the others: at the top dose activity change, negative = inhibition, actives largely listed as activators | CHO CRE-bla reporter (cAMP response element driving beta-lactamase), forskolin EC10, beta-lactamase ratio; active = well fitted activation curve with a large enough effect in the signal ratio, with a control signal flat, not every such curve was filed as active; inconclusive = small, poorly fitted or top-dose-only effect, or effect the other way, or a change in a side signal; the % refers to the signal ratio; note: potency is the fitted concentration of half-maximal effect; % of control where 0% means no effect
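Modulation of forskolin signalling: compounds in titration series added with EC10 NKH 477 to CHO cells carrying a CRE-driven beta-lactamase reporter, 3 h, 37C. CCF4 FRET ratio (460/530 nm, ex 405 nm) gives %activity and AC50.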
Pol III holo inh: blocks replication by bacterial DNA polymerase III holoenzyme. Potency, µM (doses to about 57.1 µM), for the others: at the highest dose activity change, negative = inhibition. AID 603. reconstituted DNA polymerase III holoenzyme replication, biochemical. actives 0.25% (n = 71,000); note: potency is the fitted concentration of half-maximal effect; % is set by controls: 0 for no effect and ±100 for the full control effect
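Reconstituted *E. coli* holoenzyme (0.35 nM Pol III, 1 nM beta, 154 nM SSB, 2 nM primase) was preincubated with compound for 15 min at RT. Synthesis on 1.4 nM ssM13Gori ran 35 min, then was stopped with PicoGreen/EDTA and read as dsDNA fluorescence.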
HBB splicing: alters splicing of the hemoglobin beta chain. HBB splicing reporter cell assay, activation; EGFP reporter with mutant IVS2-654 intron; response scale: normalised to 500 nM splice-correcting PNA. Potency, µM (top dose mostly 46.1 µM), for inactives: top-dose activation, hits mostly activators. actives 0.06% (n = 65,000). AID 925; note: potency is the fitted concentration of half-maximal effect; 0% is about no effect
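HeLa cells stably expressing EGFP interrupted by mutant beta-globin intron 2 (IVS2-654), 500/well in 2% FCS. Treated with compound for 2 days at 37C. Splicing correction scored as total well GFP intensity (488 nm excitation, 500-520 nm emission); 500 nM antisense PNA served as control.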
BRCT inh green: blocks human BRCA1 BRCT binding to phosphopeptide, green readout; BRCA1 BRCT-phosphopeptide binding, green fluorescence polarization; AID 875; Potency, µM (series often up to 76.9 µM), without a hit: top-dose activity change, negative = inhibition, actives largely listed as inhibitors; actives 0.05% (n = 75,000);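 note: potency is the fitted concentration of half-maximal effect; plate controls were peptide without protein for full effect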
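Compounds were incubated for 12 min at room temperature with a complex of 100 nM fluorescein-tagged pBACH1 decapeptide and 250 nM His-tagged BRCT protein. Buffer was phosphate pH 7.3 with EDTA, DTT and Tween 20. Disruption of binding lowers the polarization signal.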
BRCT inh red: BRCT-phosphoprotein interaction inhibition (red fluorophore); P38398; BRCT-phosphopeptide binding, red fluorescence polarization; Potency, µM (titrated, usually from 76.9 µM), without a hit: at the top dose activity change, negative = inhibition, usual class: inhibitors; actives 0.03% (n = 75,000); AID 892; note: % is set by controls: 0 for no effect and ±100 for the full control effect
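Rhodamine-labelled pBACH1 10-mer (100 nM) bound to BRCT domain (100 nM) at pH 7.3; compounds incubated 12 min room temperature, polarization read. Free peptide defines full inhibition; unlabelled decapeptide titrated as control.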
Numbers without * were called inactive; i = inactive; ? = inconclusive; nt = no result given; & = joins results of further samples; [ ] = dose if it differs, or a comment. Unless noted, calls come from the whole dose curve; as a rule, active = well fitted curve in the direction sought with a large enough effect; inconclusive = small, poorly fitted or top-dose-only effect, or another doubt; inactive = no such curve, though single readings can be large; an effect the other way counts as inactive or inconclusive.

SMILES	Hsp90 Hop PPI	ALOX15 inhib	GFP derepression	A350 fluor	4MU fluor	UbGFP stabilizer	CRE Fsk mod	Pol III holo inh	HBB splicing	BRCT inh green	BRCT inh red
O=C(O)C1=CC(=C(c2ccc(O)c(C(=O)O)c2)c2ccc(O)c(C(=O)O)c2)C=CC1=O	?	2.51µM*	-1.1%	i	i	-3.3%	-10.8%	0.0794µM*	-1.9%	15.8µM*	6.0%&7.4%
CCC1SC2=NC(C)=C(C(=O)OC)C(c3cccs3)N2C1=O (configuration not stated)	-2.8%	-5.8%	2.0%	i	i	5.2%	13.9%	0.2%	2.8%[1.84 µM]	2.2%	0.5%
CCC(=O)Nc1cccc(NC(=O)CSc2nnc(C(C)C)n2CC)c1	23.9%	-0.9%	-2.3%	i	i	-1.8%	?	-9.8%	-2.2%	-1.4%	0.3%
O=C1CCCC2=C1C1(CCCCC1)N=C(Nc1nc3ccccc3o1)N2	-1.0%	-22.3%	0.0%	?	?	1.9%	?	-4.5%	1.8%	1.2%	0.5%
CC(C(=O)NCc1ccc2c(c1)OCO2)N(c1ccccc1)S(C)(=O)=O (configuration not stated)	-0.2%	-1.5%	-3.4%	i	i	-2.0%	-4.8%	-3.4%	nt	0.9%	0.6%
COC(=O)N1CCC2(CCCN(Cc3ccccc3OC)C2)CC1	-2.2%	0.3%	-0.1%[9.22 µM]	i	i	4.4%	-2.7%	-2.8%	-1.4%	-0.8%	-0.2%
COC(=O)[C@@]1(Cc2ccc(OC)cc2)[C@H]2c3cc(C(=O)N(C)C)n(Cc4cccc5ccccc45)c3C[C@H]2CN1C(=O)c1ccccc1	-27.5%	nt	nt	nt	nt	nt	7.8%	-7.2%	-1.7%	-0.9%	-1.5%
CNC(=O)C1CCCN1S(=O)(=O)c1ccc(OC)cc1 (configuration not stated)	-2.4%	13.3%	-2.7%	i	i	-7.6%	-7.1%	13.6%	0.1%	-2.6%	1.4%
CCNc1ncc2ncc(=O)n(Cc3cccc(OC)c3)c2n1	16.3%	-5.1%	-4.9%[9.22 µM]	1.6e-08M*	1.38e-08M*	-1.7%	-14.8%	-7.6%	-0.5%	2.3%	-0.7%
CC1=Nn2c(nc(-c3ccccc3)c2-c2ccccc2)N(CC(N)=O)C(=O)C1	-4.3%	1.8%	-2.2%	i	i	-2.6%	0.1%	1.9%	-0.1%[57.5 µM]	0.7%	-0.7%

Laid out differently: entries from further up.
Molecule: CC(C(=O)NCc1ccc2c(c1)OCO2)N(c1ccccc1)S(C)(=O)=O (configuration not stated)
- Hsp90 Hop PPI = -0.2%
- ALOX15 inhib = -1.5%
- GFP derepression = -3.4%
- A350 fluor = i
- 4MU fluor = i
- UbGFP stabilizer = -2.0%
- CRE Fsk mod = -4.8%
- Pol III holo inh = -3.4%
- HBB splicing = nt
- BRCT inh green = 0.9%
- BRCT inh red = 0.6%

Molecule: CCC1SC2=NC(C)=C(C(=O)OC)C(c3cccs3)N2C1=O (configuration not stated)
- Hsp90 Hop PPI = -2.8%
- ALOX15 inhib = -5.8%
- GFP derepression = 2.0%
- A350 fluor = i
- 4MU fluor = i
- UbGFP stabilizer = 5.2%
- CRE Fsk mod = 13.9%
- Pol III holo inh = 0.2%
- HBB splicing = 2.8%[1.84 µM]
- BRCT inh green = 2.2%
- BRCT inh red = 0.5%

Additional structures
SMILES	Hsp90 Hop PPI	ALOX15 inhib	GFP derepression	A350 fluor	4MU fluor	UbGFP stabilizer	CRE Fsk mod	Pol III holo inh	HBB splicing	BRCT inh green	BRCT inh red
CC(C)CN1CC[C@@]2(CCCN(C(=O)c3cnccn3)C2)C1	-3.9%	-4.3%	7.0%[9.22 µM]	i	i	-3.3%	-3.6%	-4.3%	2.6%	-2.8%	-0.5%
N#Cc1cc2ccccc2nc1SCC(=O)Nc1ccc(S(=O)(=O)N2CCCC2)cc1	-1.2%	-4.3%	4.7%	1.88e-08M*	1.6e-08M*	-4.2%	-1.1%	-8.2%	0.8%	8.3%	-3.3%
O=C1C2CCCN2C(c2cccc(Br)c2)N1c1ccc(F)cc1 (configuration not stated)	2.5%	-6.6%	0.0%	nt	nt	0.0%	-9.3%	-0.9%	0.0%	-6.2%	-0.4%
CO[C@H]1/C=C/O[C@@]2(C)Oc3c(C)c(O)c4c(O)c(c5c(c4c3C2=O)NC2(CCN(CC(C)C)CC2)N=5)=NC(=O)/C(C)=C\C=C\[C@H](C)[C@H](O)[C@@H](C)[C@@H](O)[C@@H](C)[C@H](OC(C)=O)[C@@H]1C	-12.8%	?	nt	nt	nt	nt	3.5%	-5.0%	-0.5%	-8.5%	-2.6%
O=P(O)(OCc1ccccc1)OCc1ccccc1	-1.5%	-5.1%	nt	nt	nt	nt	-18.0%	-8.5%	-1.7%	-0.7%	-1.0%
CCOC(=O)N1CCN(CC(O)c2ccc3cc[nH]c3c2)CC1 (configuration not stated)	-3.4%	1.2%	nt	nt	nt	5.9%	-10.0%	-0.8%	0.2%	-1.6%	-0.4%
O=C(CSc1nc2cc(Cl)ccc2o1)c1cccs1	22.9%	-11.3%	-0.6%	i	i	0.9%	-16.9%	?	0.1%[57.5 µM]	-3.1%	-2.0%
COc1ccccc1N1CCN(Cc2ccc(Br)o2)CC1	-13.2%[11 µM]	-5.3%[11.4 µM]	-1.5%	nt	nt	-1.3%[9.17 µM]	-15.0%[7.6 µM]	-7.8%[11.4 µM]	-2.3%[0.0738 µM]	0.6%	0.8%
COc1cccc(CN(Cc2cccnc2)S(=O)(=O)c2ccc(-n3cnnn3)c(C)c2)c1	0.7%	-0.9%	2.3%	i	i	5.8%	-2.5%	-3.2%	-0.5%[57.5 µM]	2.0%	0.1%
COc1cccc(CNC(=O)Cn2cc3c(n2)CCCCC3)c1	-3.3%	-2.5%	3.4%	nt	nt	2.9%	-6.6%	-4.4%	0.1%	-2.9%	0.1%
CCN(CC)CCNC(=O)Cn1nc(-c2ccccc2)c2ccccc2c1=O	-3.6%	0.8%	0.0%	nt	nt	12.0%	-1.2%	2.7%	1.1%	-1.5%	-0.3%
O=c1[nH]c2ccc(Cl)cc2c(-c2ccccc2)c1N1CCN(c2ccccn2)CC1	-2.8%	-9.2%	-2.7%	1.22e-08M*	1.37e-08M*	3.8%	-6.6%	0.0%	-0.4%	-1.4%	0.8%
Cc1ccc(Nc2nc(N)nc(CSc3nnnn3-c3ccccc3)n2)cc1	-6.2%	-28.5%	0.0%	i	i	-8.8%	?	-1.7%	-0.5%	1.1%	-0.4%
CN=c1nc(-c2ccccc2)n(-c2ccccc2)s1	-7.6%	0.794µM*	0.5%	i	i	1.6%	1.8%	-4.7%	-1.4%	-0.4%	-1.7%
Cc1ccc(CNC(=O)C2(CC(C)C)C=CCN2C(=O)c2ccccc2)o1 (configuration not stated)	-0.6%	-0.4%	nt	nt	nt	nt	-10.9%	-3.2%	-0.3%	-2.6%	0.7%
COc1cc(C2NC(=O)c3ccccc3O2)cc(OC)c1OC (configuration not stated)	-3.4%	8.2%	0.0%	?	?	13.3%	-12.7%	-1.5%	1.8%	-2.8%	-0.7%
CCN(CC)CCc1c(C)[nH]c(C(=O)OCc2ccccc2)c1C	-0.8%	7.3%	-0.3%	i	i	-2.5%	1.9%	-2.8%	nt	-1.4%	0.8%
N[C@@H](C(=O)O)c1cc(O)ccc1Cl	-5.5%	-7.1%[25.6 µM]	1.4%	nt	nt	2.5%	?	-3.1%	nt	2.6%	-2.2%
Cc1cccc(OCC(=O)OCC(=O)c2c(N)n(C)c(=O)n(C)c2=O)c1	-1.1%	2.6%	-1.6%	i	i	-0.9%	4.9%	-3.4%	-0.2%[57.5 µM]	-2.1%	-0.7%
COc1ccc2c(c1OC)C(=O)N1c3ccccc3COC21 (configuration not stated)	-1.5%	2.9%	0.0%	i	i	3.2%	24.5%	-4.4%	0.0%	-1.2%	-1.3%
Cc1ccc(NC(=O)CN2C(=O)COc3ccc(C)cc32)nc1	0.2%	-37.2%	5.6%	i	i	-2.5%	-1.7%	0.9%	-0.1%[57.5 µM]	-1.9%	-0.2%
O=C(CN1CCN(S(=O)(=O)c2ccc(F)cc2)CC1)Nc1ccc(Cl)c(C(F)(F)F)c1	7.9%	-10.9%	2.2%	i	i	0.0%	-4.2%	-3.4%	5.5%[0.369 µM]	-2.4%	-0.4%
COc1cccc(C2(O)CCN(C(=O)C3CC3)CC2)c1	1.5%	11.8%	-0.7%	i	i	-7.9%	2.1%	-2.1%	nt	-1.0%	0.1%
